Screens as filed in PubChem BioAssay.
HIF-2a inh – HIF-2a reporter inhibitors, primary screen, luminescence, 786-0 RCC cells; AID 624352, 2012; 786-0 RCC cells HIF-2a reporter, luciferase luminescence, overnight; inhibition, % at 18.8 µM; 0.72% of 360,000 active;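 active means inhibition of the luminescence signal of 40% or more relative to plate controls, in a single-dose primary screen at 18.75 µM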
NR2E3 ag-1 – inhibitors of NR2E3-RetCOR corepressor binding, primary screen, NR2E3 agonist project, biochemical, TR-FRET, GST-NR2E3, biotin-RetCOR | AID 2300, 2010 | inhibition of corepressor binding, % at 4.78 µM | 0.12% of 320,000 active | 1536-well;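 active means percent inhibition above the cutoff of mean plus 3 SD of all tested compounds, set per screening campaign, cut at about 20% in these data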;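 further: 0% = DMSO wells and 100% = biotin wells as full block of FRET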
Target sequence (Q9Y5X4 whole entry, looked up): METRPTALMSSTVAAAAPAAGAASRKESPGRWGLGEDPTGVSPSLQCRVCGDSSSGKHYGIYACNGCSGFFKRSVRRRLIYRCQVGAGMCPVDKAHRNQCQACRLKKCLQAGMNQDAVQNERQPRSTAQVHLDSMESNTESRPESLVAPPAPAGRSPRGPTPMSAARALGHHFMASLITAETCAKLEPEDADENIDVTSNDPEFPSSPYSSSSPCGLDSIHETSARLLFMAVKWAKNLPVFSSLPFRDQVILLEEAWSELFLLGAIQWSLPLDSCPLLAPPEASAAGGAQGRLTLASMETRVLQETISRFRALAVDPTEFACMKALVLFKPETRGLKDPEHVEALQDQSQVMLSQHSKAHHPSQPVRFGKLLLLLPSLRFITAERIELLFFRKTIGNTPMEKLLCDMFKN
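Test system: GST-NR2E3 and biotin-RetCOR proteins | Quantity: 1.35 nM GST-tagged NR2E3 final | Medium: Tris pH 7.5 | Also added: 7 nM biotin-RetCOR | Dosing: Compound at 4.8 µM, single dose | Timing: 5 h at 4 °C | Detection: Time-resolved FRET | Read-out basis: Percent inhibition | Benchmarks: Biotin wells as high control, 0.6% DMSO wells as low control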
hiPSC survival – enhancers of single-cell hiPSC survival, primary screen, ATPlite luminescence; 100% = ROCK inhibitor wells, 0% = DMSO; survival enhancement, % at 20 µM; 0.044% of 360,000 active; in the data active means survival enhancement above about 18%;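 further: cells exposed to compounds for 16 hours before the ATP read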
MITF TRPM1 inh – inhibitors of MITF-dependent TRPM1 promoter reporter, primary screen, cell-based, SK-MEL-5, single point, luciferase; SK-MEL-5 TRPM1 promoter luciferase, 24 h; inhibition, % at 12.5 µM; AID 488899, 2010; 0.83% of 330,000 active;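 active means mean inhibition across replicates of 60% or more, whatever share of single replicates reaches that level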; further: values of inactives mirror those of a sister screen read the other way
Peg3 prom inh – Peg3 promoter-driven luciferase inhibitors, primary screen, cell-based, HeLa, luciferase luminescence | AID 588405, 2011 | 1.7% of 360,000 active | HeLa PEG-Prom luciferase reporter, overnight | inhibition, % at 20 µM;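 active means inhibition of at least 50% at 20 µM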
NR2E3 ag-2 – NR2E3 agonists in two-hybrid cells, primary screen, cell-based, luminescence, CHO-S, Gal4-NCOR/VP16-NR2E3; Photoreceptor-specific nuclear receptor (Homo sapiens), Q9Y5X4; luciferase; inhibition of corepressor binding, % at 3.98 µM; 0.35% of 360,000 active; AID 602229, 2012;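 active means inhibition above the mean of all tested compounds plus 3 SD, cut at about 70% in these data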;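 further: 0% = DMSO with NR2E3 transfected cells and 100% = cells lacking NR2E3 construct; higher means lower luciferase signal from less NR2E3 corepressor binding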
Shn3 inh set2 – reduction of Shn3 3'UTR firefly luciferase signal, primary screen, Schnurri-3 inhibitor project, cell-based, Clone20 osteoblasts, set 2 | Clone20 osteoblast Shn3 3'UTR firefly luciferase, 24 h | inhibition, % at 12.5 µM | 0.52% of 360,000 active | AID 588674, 2011;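 active means mean inhibition of at least 75% with every replicate also reaching 75%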;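 further: 0% = median of neutral control wells and 100% = pilot-screen positive control compound; some compounds past the cut are filed as inactive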
CF NFkB inh – inhibitors of PAF-induced NF-kB signaling, primary screen, cell-based, GFP fluorescence, uHTS; 0.86% of 360,000 active; KKLEB NF-kB-GFP reporter, GFP fluorescence overnight; inhibition, % at 5 µM;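 active means at least 50% inhibition at 5 µM, scaled per plate between neutral and stimulator controls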;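 further: PAF is a Pseudomonas aeruginosa culture filtrate used as stimulus; plate controls were PAF-stimulated DMSO wells for no effect and unstimulated DMSO wells for full effect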
C8 TRAIL sens – viability loss with TRAIL in NB7+C8 cells, primary screen, TRAIL sensitizer project, cell-based, ATPlite luminescence; inhibition (viability loss, TRAIL sensitization), % at 10 µM; 1% of 360,000 active; AID 624354, 2012;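 active means compounds causing at least 50% loss of cell viability in the single-dose screen, relative to plate controls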
LMP1 NFkB inh – EBV LMP1-driven NF-kappaB luciferase reporter inhibitors, primary screen, cell-based, luminescence, single point; AID 504558, 2011; 0.69% of 350,000 active; LMP1-induced NF-kappaB luciferase reporter cells; inhibition, % at 12.5 µM; in the data active means inhibition above about 41%;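 further: 0% = neutral control wells and 100% = reference inhibitor control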
KKLEB cytotox – cytotoxicity in KKLEB CF airway cells, primary screen, cytotoxicity control for CF NF-kB inhibitor project, cell-based, uHTS, fluorescence assay plates; 0.36% of 360,000 active; activity change (cytotoxicity), % at 5 µM; AID 602141, 2011; KKLEB CF airway cells viability, ATPlite luminescence, overnight; active compounds read low; cells stimulated with P. aeruginosa culture filtrate;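 active means corrected activity change at or below -50% at 5 µM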
* hit, by the source's call; nt = no result given.

SMILES | HIF-2a inh | NR2E3 ag-1 | hiPSC survival | MITF TRPM1 inh | Peg3 prom inh | NR2E3 ag-2 | Shn3 inh set2 | CF NFkB inh | C8 TRAIL sens | LMP1 NFkB inh | KKLEB cytotox
CC1(C)CC(=O)C2=C(C1)OC(N)=C(C#N)C2c1ccc(OC(=O)N2CCOCC2)cc1 (configuration not stated) | -2 | 2 | 1.0 | 1 | -7 | -9 | -2 | 9 | -2 | -4 | -4
O=C(OCC(=O)N1CCCC1=O)c1cc2ccccc2o1 | 13 | 2 | -0.1 | 12 | 16 | -4 | 3 | -50 | 0 | -3 | 12
O=C(Nc1nc2ccc(S(=O)(=O)N3CCCC3)cc2s1)c1ccco1 | -60 | -2 | 1.4 | -8 | -21 | -45 | -10 | -2 | -21 | 1 | 1
COc1cccc(C2c3cc4c(cc3OC(C)(N3CCCC3)C2C)OCO4)c1O (configuration not stated) | 3 | nt | 0.0 | -2 | 15 | 6 | 3 | -13 | 19 | 2 | -3
CCOc1ccc(CCNC(=O)C2CCCN(c3ncnc4c3nc3n4CCCCC3)C2)cc1 (configuration not stated) | 13 | -1 | -0.4 | -13 | 43 | -9 | -9 | 8 | 34 | -1 | -13
COCCCNC(=O)CC1C[C@H](C(=O)N2CCCCC2)[C@@]2(C)c3[nH]c4ccc(OC)cc4c3CCN2C1=O (some centres not stated) | 10 | nt | -0.9 | -13 | 1 | -10 | -17 | -11 | -35 | -12 | 8
Nc1nc(N)c(N=O)c(OCC2CCCCC2)n1 | -73 | -8 | -4.9 | 16 | -22 | -17 | -50 | 42 | 5 | -24 | 10
O=C(Nc1ccc2c(c1)OCCO2)c1cc(-n2cnnc2)ccc1Cl | -6 | 1 | 2.6 | -14 | -5 | 3 | 3 | -5 | -15 | -6 | 7
CC(=O)Nc1cc2c(cc1NC(=O)Cn1nc(-c3ccc(F)cc3)ccc1=O)OCCO2 | 15 | 2 | 0.4 | -2 | 9 | -51 | -13 | 2 | 16 | 2 | -1
Cc1cccc(Nc2nc(N)c([N+](=O)[O-])c(N3CCN(C)CC3)n2)c1 | 7 | 1 | -0.5 | 3 | 15 | 21 | 2 | 6 | 7 | 11 | -4
O=C1CC(c2ccc(Cl)cc2)n2nc(N3C(=O)CCC3=O)nc2N1 (configuration not stated) | 1 | 6 | 0.1 | 1 | 11 | -9 | -4 | -1 | 7 | 4 | 5
CC(C)(C)c1ccc(C(=O)O/N=C(\N)c2ccccn2)cc1 | 82* | 6 | -0.1 | 78* | 111* | 106* | 63 | 47 | 98* | 74* | -38
O=C(NCc1ccco1)c1cc(NS(=O)(=O)c2cccc([N+](=O)[O-])c2)ccc1O | 11 | -2 | 0.3 | -14 | 32 | -22 | 17 | -4 | 0 | 1 | 15
CCN(CC)S(=O)(=O)c1ccc(C(=O)NCc2ccc(C)cc2)cc1 | 8 | 1 | -0.9 | -3 | 14 | -8 | 21 | 13 | -15 | -10 | -17
COc1ccc(CNc2nc3ccccc3s2)cc1OC | -231 | -1 | -0.2 | -44 | -218 | -84 | -87 | -18 | 2 | 22 | 5
O=C(NC1CC1)c1ccc(NC(=O)C2CCCC2)cc1 | -49 | nt | 4.4 | 3 | -23 | -19 | -9 | -12 | -1 | 1 | 9
Cc1ccc(CNC(=O)[C@H](Cc2ccccc2)NC(=O)C2CCNCC2)cc1 | 1 | 1 | -0.5 | 4 | -12 | -12 | 3 | -20 | -16 | 2 | 5
COc1cc(OC)c(C(=O)OCC(=O)N2CCOCC2)cc1OC | 8 | -1 | 0.5 | -3 | 8 | -2 | 3 | 4 | 13 | -3 | 3
Cc1cc(NC(=O)CN(C)S(=O)(=O)c2ccc(-c3ccc(=O)[nH]n3)s2)ccc1Br | -4 | -1 | 1.5 | 15 | 46 | -27 | 14 | 2 | 27 | -20 | -5
CSCC[C@H](NC(=O)NCc1cccs1)C(=O)O | 11 | -2 | 4.6 | -2 | 2 | -17 | 11 | 5 | -5 | -1 | 3
COc1ccc(N(CC(=O)NC(C)(C)C)C(=O)CCC(=O)Nc2nccs2)c(OC)c1 | 15 | 3 | 0.4 | 0 | 1 | -45 | 2 | 4 | -1 | -1 | 1
CC(=O)N1CCN(Cc2nc3scc(-c4ccccc4)c3c(=O)[nH]2)CC1 | 6 | 1 | -0.4 | -1 | -16 | 12 | -5 | 0 | 2 | 10 | 0
CCOc1ccccc1/C=N/NC(=O)CNC(=O)c1cccs1 | 5 | 9 | -0.6 | 1 | 6 | -7 | -7 | 2 | -5 | -4 | -2
Cc1cc(C)cc(NC(=O)COc2coc(CN3CCc4ccccc43)cc2=O)c1 | 10 | -4 | -0.1 | 5 | 7 | 20 | 6 | 15 | 3 | 4 | 1
COc1ccc(N(C(=O)c2ccncc2)S(=O)(=O)c2ccc(Cl)cc2)cc1 | 2 | 2 | -0.8 | -4 | 2 | -5 | 13 | 26 | 9 | -11 | 3
Cc1ccc2cc(C(c3nnnn3C3CCCC3)N3CCN(c4ccc(F)cc4)CC3)c(=O)[nH]c2c1 (configuration not stated) | 1 | 2 | -1.7 | 5 | 14 | -6 | 1 | -4 | 5 | -3 | -4
C#Cc1ccc2c(c1)COc1c3ccccc3nn1-2 | -255 | 4 | 0.7 | -20 | -266 | -77 | -128 | -73 | 29 | -22 | 12
CC12CC(NC(=O)N1c1cccc(C(=O)N3CCCCC3)c1)c1ccccc1O2 (configuration not stated) | 12 | -2 | -0.5 | 8 | -17 | -5 | 1 | 2 | -10 | -7 | 6
COCCC(=O)N1CCC(Oc2ccc(C(=O)NCCSC)cc2)CC1 | 6 | 8 | 1.5 | 3 | 12 | -22 | -6 | 10 | 0 | -7 | 3
Cc1nn(CC(=O)NCCCN2CCCCC2C)c(=O)c2cccn12 (configuration not stated) | 13 | -1 | -0.5 | -4 | -12 | -14 | -1 | -7 | -8 | -1 | 2
O=C(O)c1cc([N+](=O)[O-])ccc1Nc1ccccc1 | 4 | -2 | -0.6 | 0 | 10 | -7 | 5 | 1 | -5 | -13 | -3
COc1ccc(C(=O)CC(=O)c2ccccc2O)cc1 | -222 | 1 | 0.0 | -68 | -273 | -121 | -51 | 1 | 5 | -11 | -4
CCC(Cc1ccccc1)NC(=O)C1CCN(c2nn3c(=O)cc(C)nc3s2)CC1 (configuration not stated) | 3 | 0 | 0.4 | 2 | 1 | -32 | -1 | 12 | 3 | -2 | -9
Cc1ccc2nc(-c3ccco3)c(Cc3cccc(F)c3)n2c1 | -179 | nt | -1.6 | nt | -131 | -50 | -18 | 1 | 7 | nt | -4
COc1ccc(Cl)cc1S(=O)(=O)N1CCC(C(=O)NC2CCCC2)CC1 | 6 | 5 | -0.1 | 4 | 6 | -20 | 18 | 11 | 10 | 2 | -13
CCc1nc2c(OCc3ccccc3)cccn2c1N(C)C(=O)C(C)C | 12 | nt | -0.9 | nt | 8 | 16 | 4 | 16 | -6 | nt | -9
Cc1nc2nc[nH]c2cc1Br | 12 | 7 | 1.1 | -2 | -5 | 1 | 2 | 18 | 2 | 7 | -6
CC(CNC(=O)c1ccc(NC2=NC3CS(=O)(=O)CC3S2)cc1)c1ccccc1 (configuration not stated) | 8 | -3 | -1.3 | nt | -1 | -36 | -2 | -24 | -1 | 5 | 6
CCOc1ccc(S(=O)(=O)N2CCCC(C(=O)NCc3ccccn3)C2)cc1 (configuration not stated) | 12 | -2 | 0.3 | 1 | -8 | -3 | -5 | -27 | -6 | -6 | -2
Cc1ccc(NS(=O)(=O)c2ccc(OCC(=O)Nc3cccc([N+](=O)[O-])c3)c(C)c2)cc1 | -25 | 0 | 0.2 | 16 | 33 | 2 | -8 | -13 | 6 | -6 | -10
Cc1cc(-n2c(C)cc(C(=O)CSc3[nH]c(=O)cc(C(F)(F)F)c3C#N)c2C)no1 | -7 | 4 | 1.5 | -5 | -3 | 98* | -10 | 4 | 4 | -7 | 0

Another view of 10 compounds above:
Molecule	HIF-2a inh	NR2E3 ag-1	hiPSC survival	MITF TRPM1 inh	Peg3 prom inh	NR2E3 ag-2	Shn3 inh set2	CF NFkB inh	C8 TRAIL sens	LMP1 NFkB inh	KKLEB cytotox
COCCC(=O)N1CCC(Oc2ccc(C(=O)NCCSC)cc2)CC1	6	8	1.5	3	12	-22	-6	10	0	-7	3
Cc1nn(CC(=O)NCCCN2CCCCC2C)c(=O)c2cccn12 (configuration not stated)	13	-1	-0.5	-4	-12	-14	-1	-7	-8	-1	2
O=C(O)c1cc([N+](=O)[O-])ccc1Nc1ccccc1	4	-2	-0.6	0	10	-7	5	1	-5	-13	-3
COc1ccc(C(=O)CC(=O)c2ccccc2O)cc1	-222	1	0.0	-68	-273	-121	-51	1	5	-11	-4
CCC(Cc1ccccc1)NC(=O)C1CCN(c2nn3c(=O)cc(C)nc3s2)CC1 (configuration not stated)	3	0	0.4	2	1	-32	-1	12	3	-2	-9
Cc1ccc2nc(-c3ccco3)c(Cc3cccc(F)c3)n2c1	-179	nt	-1.6	nt	-131	-50	-18	1	7	nt	-4
COc1ccc(Cl)cc1S(=O)(=O)N1CCC(C(=O)NC2CCCC2)CC1	6	5	-0.1	4	6	-20	18	11	10	2	-13
CCc1nc2c(OCc3ccccc3)cccn2c1N(C)C(=O)C(C)C	12	nt	-0.9	nt	8	16	4	16	-6	nt	-9
Cc1nc2nc[nH]c2cc1Br	12	7	1.1	-2	-5	1	2	18	2	7	-6
CC(CNC(=O)c1ccc(NC2=NC3CS(=O)(=O)CC3S2)cc1)c1ccccc1 (configuration not stated)	8	-3	-1.3	nt	-1	-36	-2	-24	-1	5	6

This is a subset; rates above refer to the full screens.
